Screens as filed in PubChem.
DENV2 CPE rescue – DENV2-induced cell death inhibition; AID 651640; CPE inhibition, % at 9.99 µM; DENV2-infected cells, cytopathic effect rescue, plate reader; 1.7% of 350,000 active; in the data active = CPE inhibition above about 20%, passing the limit was not always enough; inconclusive = no clear call, values can overlap the other calls; tested in BHK-21 cells;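 also: 0% = median of neutral control wells and 100% = median of positive control wells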
ERAP1 HTS inh – blocks human ERAP1 aminopeptidase activity; Q9NZ08; recombinant ERAP1, Leu-AMC fluorescence, 60 min; inhibition, % at 10.7 µM; 0.15% of 340,000 active; AID 652197;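 active = mean replicate inhibition of at least 30%, or all replicates individually reaching that 30% level; inactive = mean below 30% and not every replicate reaching it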;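 also: 0% = neutral control wells and 100% = L-leucinethiol positive control wells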
Target sequence (Q9NZ08 whole entry, looked up): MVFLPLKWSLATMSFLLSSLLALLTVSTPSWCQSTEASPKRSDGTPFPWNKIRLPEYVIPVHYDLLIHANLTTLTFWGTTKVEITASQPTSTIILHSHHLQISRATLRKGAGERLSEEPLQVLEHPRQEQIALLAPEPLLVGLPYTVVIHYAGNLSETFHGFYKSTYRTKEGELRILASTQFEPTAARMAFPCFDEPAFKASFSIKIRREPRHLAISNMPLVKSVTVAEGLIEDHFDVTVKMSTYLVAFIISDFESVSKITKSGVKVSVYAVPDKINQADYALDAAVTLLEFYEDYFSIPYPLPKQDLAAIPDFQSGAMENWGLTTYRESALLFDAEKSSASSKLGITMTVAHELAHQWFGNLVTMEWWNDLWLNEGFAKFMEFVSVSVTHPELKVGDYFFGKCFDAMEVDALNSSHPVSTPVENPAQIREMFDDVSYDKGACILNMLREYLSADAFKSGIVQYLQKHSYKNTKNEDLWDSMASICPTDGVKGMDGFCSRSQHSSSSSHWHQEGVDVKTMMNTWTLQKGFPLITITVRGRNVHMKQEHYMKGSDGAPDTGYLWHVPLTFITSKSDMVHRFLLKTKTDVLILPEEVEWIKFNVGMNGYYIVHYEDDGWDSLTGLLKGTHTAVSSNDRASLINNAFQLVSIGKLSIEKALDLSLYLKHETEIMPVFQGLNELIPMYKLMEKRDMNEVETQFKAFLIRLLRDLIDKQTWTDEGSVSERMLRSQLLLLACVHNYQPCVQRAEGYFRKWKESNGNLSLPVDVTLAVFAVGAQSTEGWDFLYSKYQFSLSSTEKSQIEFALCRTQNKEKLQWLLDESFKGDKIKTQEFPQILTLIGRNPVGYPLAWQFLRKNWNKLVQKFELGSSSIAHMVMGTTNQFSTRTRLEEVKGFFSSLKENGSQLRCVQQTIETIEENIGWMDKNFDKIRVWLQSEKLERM
ERp5 block – blocks human ERp5 reductase activity on insulin; Q15084; ERp5 insulin aggregation, absorbance 650 nm, 90 min; inhibition, % at 9.99 µM; 0.05% of 350,000 active;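 active = mean replicate inhibition above about 25%, with every replicate also reaching it, limit read from the data, passing the limit was not always enough; inconclusive = only one of those two criteria met; inactive = neither criterion met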
Casp6 inh – blocks human caspase-6 cleavage activity; inhibition, % at 12.5 µM; purified caspase-6, Z-VEID-R110 cleavage fluorescence; 0.53% of 350,000 active; AID 686996; P55212;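 active = mean inhibition across replicates at least about 35%, with every replicate also reaching that limit, limit read from the data; inconclusive = only one of the two criteria met; inactive = neither criterion met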;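 also: 0% = median of neutral control wells and 100% = no fluorescence left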
SIRT5 inh – inhibitors of human sirtuin-5 desuccinylase; Purified SirT5, succinyl-peptide AMC, trypsin-coupled fluorescence; inhibition, % at 15 µM; 1.1% of 330,000 active; AID 652115; Q9NXA8; in the data active = inhibition above about 15%; inconclusive = no clear call, values can overlap the other calls
miR122 inh – miR-122 inhibition in Huh7 cells. Huh7 miR-122 Renilla luciferase sensor, 48 h; neutral wells = 0, positive control = 100. activation (reporter increase), % at 12.5 µM. 0.3% of 340,000 active. AID 602342;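 active = mean replicate activation score at least 90 and every replicate individually at or above 90; inconclusive = only one of the two criteria met; inactive = neither criterion met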;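 also: higher luciferase means less miR-122 activity so hits act as miR-122 inhibitors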
F508del corr – correctors of CFTR F508del function in bronchial epithelial cells | CFBE cells, YFP halide quenching; stimulated with forskolin plus potentiator P3; % fluorescence drop versus neutral controls | activity (quench increase), % at 7.58 µM | 0.36% of 350,000 active;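 active = mean added fluorescence quench of at least 8% versus neutral control, with both replicates also reaching 8%; inconclusive = only one of the mean or replicate conditions met; inactive = mean below 8% and not both replicates reaching 8%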;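 also: cells transiently co-express mutant CFTR-F508del with the halide-sensitive YFP; corrector assay measuring rescue of mutant channel to the surface after 24 h compound exposure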
Active calls of the source: *; ? = inconclusive; nt = no result given; [ ] = another dose, or the depositor's remark.

SMILES | DENV2 CPE rescue | ERAP1 HTS inh | ERp5 block | Casp6 inh | SIRT5 inh | miR122 inh | F508del corr
CCOc1ccc(CN(C)CC(=O)Nc2cc(C)c(C)cc2[N+](=O)[O-])cc1 | ? | -1.9 | -1.7 | -1.4 | -1.8 | -5.3 | -4.4
CCOc1ccc(S(=O)(=O)N(CC(=O)NCC2CCCO2)c2ccc(F)cc2)cc1 (configuration not stated) | -5.0 | 1.7 | -1.3 | 2.3 | -2.7 | 4.9 | 1.0
Cc1ccc(S(=O)(=O)NNC(=O)Nc2ccccc2F)c(C)c1 | ? | 1.2 | 1.5 | -1.6 | -1.3 | 7.6 | -0.8
COc1ccc(CN(C)C(=O)C(Cc2ccccc2)NC(=O)c2ccccc2)cc1F (configuration not stated) | -6.7 | -1.0 | 2.0 | -2.4 | -2.1 | 20.8 | -3.8
Cc1ccc(C(=O)NCC(=O)N2CCCCCCC2)cc1 | -4.0 | 0.1 | 2.4 | -201.0 | -2.9 | 9.6 | -0.3
Cn1c(N)c(C(=O)CSc2nnc(C3CC3)n2-c2ccccc2)c(=O)[nH]c1=O | ? | 0.2 | -0.3 | -1.1 | -2.3 | 2.1 | 2.7
O=S1(=O)CCN(C(CO)c2ccccc2)CC1 (configuration not stated) | 4.3 | -3.2 | ? | 0.0 | 0.7 | nt | 10.2*
COc1ccc(C2=NN(C(=O)CSc3nccn3C)C(c3ccco3)C2)cc1 (configuration not stated) | -2.7 | -6.7 | 5.5 | -3.6 | 2.7 | -6.0 | 1.8
O=S(=O)(c1ccc(Cl)cc1)N1CCN(c2nc(C(F)(F)F)nc3ccccc23)CC1 | -4.5 | 0.5 | 1.1 | -3.6 | -0.3 | -2.5 | -1.6
CCOC(=O)C1CSCCS(=O)(=O)N1Cc1ccc(F)cc1 (configuration not stated) | 12.5 | 1.1 | 0.0 | -0.1 | -0.5 | nt | 1.5
O=C(O)c1ccc(Cl)cc1NC(=O)C1CCN(S(=O)(=O)c2cccs2)CC1 | 0.9 | 4.4 | -0.8 | -0.2 | nt | 3.9 | -1.8
O=C(NC1CCSc2ccccc21)c1ccc(F)cc1 (configuration not stated) | -5.3 | -1.2 | -15.4 | -2.3 | -3.7 | -7.8 | 3.0
C=C(C)[C@H]1CC=C(C)C(=O)C1 | -5.1 | -2.3 | 1.5 | 0.2 | nt | -0.4 | -2.2
CC1(c2ccc3ccccc3c2)NC(=O)N(CC(=O)NCC(C)(C)N2CCOCC2)C1=O (configuration not stated) | -2.7 | 2.6 | -1.6 | -2.3 | 0.7 | 0.4 | 2.1
O=C(C[C@@H]1C=C[C@@H](NC(=O)c2ccc(F)cc2)[C@H](CO)O1)NCc1ccncn1 | 10.5 | -0.2 | -4.8 | 1.3 | 0.4 | nt | -1.1
Cc1ccc2c(c1)c1c(c(=O)n(-c3ccccc3C)c(=O)n1CC(=O)NCC1CCCO1)n2C (configuration not stated) | 1.2 | 4.4 | -10.3 | 3.5 | -24.1 | -3.2 | -2.0
CCS(=O)(=O)c1nc(S(=O)(=O)c2ccc(C)cc2)c(N2CCCC(C)C2)s1 (configuration not stated) | 6.9 | -3.1 | -0.6 | 3.6 | -5.8 | 14.0 | -0.4
O=C(NC(Cc1ccccc1)C(=O)N1CCN(S(=O)(=O)c2ccccc2)CC1)c1ccccc1 (configuration not stated) | 3.6 | -1.2 | 8.8 | 0.5 | -1.8 | -1.8 | -2.3
C[C@@H](O)CC#Cc1ccc2oc(=O)c(-n3cc(-c4ccsc4)nn3)cc2c1 | 19.6 | 1.3 | 0.1 | 4.9 | nt | -4.8 | -0.9
O=C(c1cc(COc2ccc3c(c2)CCCC3)on1)N1CCCC1 | 6.1 | -2.9 | -7.2 | -0.1 | -2.0 | 0.8 | -1.4
CCN(C(=O)c1ccc2c(c1)OCO2)C12CC3CC(CC(C3)C1)C2 | 10.7 | -1.1 | -2.5 | -3.7 | 6.4 | -7.0 | 0.3
CN(CC(=O)O/N=C(\N)c1ccccn1)S(=O)(=O)c1ccccc1 | 4.9 | 3.1 | -2.7 | -1.5 | 1.3 | nt | 0.9
C=CCn1c(COc2ccccc2OC)nc2ccccc21 | 9.2 | 2.0 | 2.1 | -3.3 | -0.1 | -0.1 | 2.3
C[C@H]1CN([C@@H](C)CO)S(=O)(=O)c2ccc(-c3cncnc3)cc2O[C@H]1CN(C)C(=O)CN(C)C | -3.9 | 1.9 | -0.3 | 2.6 | 2.2 | 8.1[16.7 µM] | -0.5
CCNC(=O)[C@@H]1[C@@H](CO)[C@@H]2Cn3c(cccc3=O)[C@H]1N2C(=O)Nc1cc(F)ccc1F | -14.3 | 4.4 | -4.8 | 0.1 | -1.1 | nt | -1.2

Shown as a hit in F508del corr (from the list above):
mol	ERAP1 HTS inh	ERp5 block	Casp6 inh	SIRT5 inh	miR122 inh	F508del corr
O=S1(=O)CCN(C(CO)c2ccccc2)CC1 (configuration not stated)	-3.2	?	0.0	0.7	nt	10.2*

Going on with the list.
SMILES | DENV2 CPE rescue | ERAP1 HTS inh | ERp5 block | Casp6 inh | SIRT5 inh | miR122 inh | F508del corr
C[C@H]1CN([C@@H](C)CO)S(=O)(=O)c2ccc(Br)cc2O[C@H]1CN(C)Cc1cccnc1 | 4.2 | 1.4 | -7.8 | -0.3 | -2.5 | nt | 0.7
CCOc1ccc(N(CC(=O)Nc2cccc(F)c2)S(=O)(=O)c2c(C)noc2C)cc1 | -4.5 | nt | -1.1 | 0.3 | nt | 0.8 | 6.1
O=S(=O)(c1ccccc1)N1CCN(C(=S)NCCc2ccccc2)CC1 | -6.1 | 0.9 | 2.4 | 0.4 | -1.5 | 6.8 | -1.8
COc1ccc(NC(=O)CN(C)C(=O)Cc2coc3cc(C)c(C)cc23)cc1 | -1.9 | -1.0 | 2.0 | 3.1 | -3.7 | nt | -3.1
Cc1ccc(C)n1Cc1ccccc1Cl | 9.5 | 0.7 | -4.0 | -0.1 | -2.4 | nt | 2.1
COc1cccc(C2CCCN2Cc2nc(-c3cnccn3)no2)c1 (configuration not stated) | 4.1 | 4.6 | 5.3 | -1.2 | 6.3 | 10.9 | -3.6
NC(=O)CSc1ncc(-c2ccc([N+](=O)[O-])cc2)[nH]1 | 9.2 | 16.5 | -0.6 | 2.4 | 0.4 | -2.0 | -0.5
O=C(NCC[C@H]1CC[C@H](NS(=O)(=O)c2cccc(F)c2)[C@H](CO)O1)C1CC1 | -4.0 | nt | 6.2 | nt | -0.4 | -2.1[16.7 µM] | -0.5
CS(=O)(=O)N(CC(=O)N1CCCCCC1)c1ccc2c(c1)OCCO2 | 4.1 | 0.2 | -0.3 | -1.4 | -0.8 | -1.9 | -0.8
Cc1c(C)c([N+](=O)[O-])c(C)c(C)c1N | -0.6 | -0.6 | 6.4 | 0.1 | nt | nt | -0.8
CCOc1cc(OCC)cc(C(=O)Nc2cccnc2)c1 | nt | -0.4 | 0.1 | -4.7 | -0.9 | nt | nt
Cc1c(CNC(=O)C2CC2)c(-n2cccc2)n(Cc2ccccc2)c1C | 8.9 | 0.2 | -3.0 | 4.0 | -0.3 | nt | -2.2
CC(C)C[C@H]1CNC(=O)C(=O)N1CC1CCN(CCC(C)c2ccccc2)CC1 (some centres not stated) | 8.8 | nt | -4.2 | 0.4 | -2.6 | -5.7 | -1.9
CN1C(C(=O)Nc2ccc(F)cc2F)=CC(c2cccs2)=NS1(=O)=O | 1.4 | -3.9 | 3.8 | -3.5 | 7.7 | 25.2 | -2.7
C[C@@H]1CN([C@H](C)CO)C(=O)c2cc(NC(=O)c3ccncc3)ccc2O[C@H]1CN(C)C(=O)NC1CCCCC1 | -8.7 | 0.0 | 3.5 | 0.7 | 7.7 | -1.1[16.7 µM] | 0.4
CO[C@@H]1CN(C)C(=O)c2ccc(NC(=O)C3CCC3)cc2OC[C@H](C)N(Cc2cccnc2)C[C@@H]1C | ? | 0.5 | -6.3 | 0.6 | -0.7 | 5.9[16.7 µM] | 2.2
CC(NC(=S)NC(=O)c1ccccc1)c1ccccc1 (configuration not stated) | -4.7 | 2.5 | 0.7 | 0.4 | 5.0 | 3.6 | 0.8
CN(C)CC(C)(C)NS(=O)(=O)c1ccc(Cl)cc1 | 11.8 | 1.9 | 0.0 | 2.1 | -2.1 | -0.5 | -3.4
CCCC(=O)NCCCc1nc2ccccc2n1C(C)C | 0.6 | 4.4 | 2.5 | 0.2 | -5.0 | nt | 1.7
CCCn1c(C(O)c2ccc(OC)c(OC)c2)nc2ccccc21 (configuration not stated) | 8.0 | -0.9 | -2.2 | 2.6 | 0.8 | -7.7 | 0.3
O=C(C[C@H]1CC[C@H]2[C@@H](COC[C@H](O)CN2CCc2ccccc2)O1)NCc1ccccc1 | 2.3 | -1.6 | -0.9 | -0.9 | 1.3 | 0.8[16.7 µM] | 0.6
CCCn1c(C)cc(/C=C(\C#N)C(=O)OCC(=O)Nc2cccc(S(N)(=O)=O)c2)c1C | -1.7 | 1.6 | -6.3 | 6.7 | -0.1 | 1.4 | 0.6
CCOc1ccc(C2C3=C(CCCC3=O)OC(N)=C2[N+](=O)[O-])cc1 (configuration not stated) | -0.9 | 4.5 | -3.5 | -2.8 | -3.4 | 0.5 | -3.0
Cc1cc(NC(=O)CCN2C(=O)/C(=C/c3ccccc3Cl)SC2=S)no1 | -4.9 | 1.5 | -1.7 | 1.7 | -5.8 | nt | nt
Cc1cccc(C2CC(c3ccc(Cl)cc3)Nc3nc(N)nn32)c1 (configuration not stated) | ? | 1.8 | -0.3 | -1.3 | -2.0 | 0.1 | 2.2
Following part.
SMILES | DENV2 CPE rescue | ERAP1 HTS inh | ERp5 block | Casp6 inh | SIRT5 inh | miR122 inh | F508del corr
COc1ccc(NC(=O)Nc2ccc3c(c2)C(=O)N([C@H](C)CO)C[C@H](C)[C@H](CN(C)S(=O)(=O)c2ccc(C)cc2)OCCCC[C@H](C)O3)cc1 | -7.5 | -7.8 | 16.0 | 1.8 | 7.0 | 10.7[16.7 µM] | -4.7
Cc1ccccc1-c1cc2nc(NCc3ccccc3)n(C)c(=O)c2s1 | 2.1 | -2.6 | -2.3 | 1.4 | -3.2 | -7.3 | 1.5
COc1cccc(NC(=O)N[C@H]2C=C[C@H](CC(=O)NCc3ccccn3)O[C@@H]2CO)c1 | -3.0 | 6.8 | 17.5 | 2.9 | 1.9 | nt | -0.8
O=C(Nn1cnnc1)c1ccc(Cl)c(Cl)c1 | 3.4 | -1.7 | -3.4 | 0.0 | 0.8 | 8.3 | -2.3
CCCCn1c(N)c(N(Cc2ccccc2OC)C(=O)COc2ccc(C)cc2)c(=O)[nH]c1=O | -10.7 | -3.4 | 2.3 | 2.0 | 1.8 | -0.5 | 0.4
C/C(=N/NC(=O)c1ccc(-c2ccccc2)cc1)c1cccc(O)c1 | 0.3 | -3.2 | -0.6 | -2.1 | 0.4 | -12.5 | 2.8
CC(Oc1ccc(Cl)cc1Cl)C(=O)OCC(=O)c1c(N)n(C)c(=O)n(C)c1=O (configuration not stated) | -4.0 | 1.9 | 2.9 | 5.1 | -8.7 | 4.9 | -1.3
CC(NC(=O)c1ccccc1)c1nnc(SCC(=O)Nc2nnc(C3CC3)s2)n1C (configuration not stated) | -11.5 | 0.0 | 0.5 | 3.5 | 1.9 | nt | -1.2
CC1(c2cccc(Br)c2)NC(=O)N(CC(=O)Nc2ccc3c(c2)OCO3)C1=O (configuration not stated) | -1.2 | 2.6 | 7.3 | 4.4 | -4.0 | -4.1 | -3.7

Single records, from the list above:
CCCCn1c(N)c(N(Cc2ccccc2OC)C(=O)COc2ccc(C)cc2)c(=O)[nH]c1=O in the list: DENV2 CPE rescue: -10.7; ERAP1 HTS inh: -3.4; ERp5 block: 2.3; Casp6 inh: 2.0; SIRT5 inh: 1.8; miR122 inh: -0.5; F508del corr: 0.4
Cc1ccccc1-c1cc2nc(NCc3ccccc3)n(C)c(=O)c2s1 in the list: DENV2 CPE rescue: 2.1; ERAP1 HTS inh: -2.6; ERp5 block: -2.3; Casp6 inh: 1.4; SIRT5 inh: -3.2; miR122 inh: -7.3; F508del corr: 1.5
